Screening data deposited in PubChem BioAssay by National Center for Advancing Translational Sciences (NCATS).
TRHR agonist – qHTS for Small Molecule Agonists and Allosteric Enhancers of Human TRH Receptor: Primary Screen for Agonists; Thyrotropin-releasing hormone receptor (Homo sapiens), P34981; AID 493084, 2011; 360,000 tested, 0.18% active; TRHR cells, calcium flux fluo-8, FDSS agonist mode; activation, % at 2 µM; in the data active = activation above about 30%; note: 0% is about no effect
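Steps: seed TRHR cells overnight; add fluo-8 no-wash Ca dye, RT 30 min–1.5 h; record 10 s baseline; pin-transfer compounds; monitor fluorescence 1 cycle/s for the agonist window. Calcium increases flag candidate agonists.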
Apoferritin bind – qHTS Assay for Identification of Novel General Anesthetics. Ferritin light chain (Equus caballus), P02791. apoferritin/1-aminoanthracene competitive binding, fluorescence. Potency, µM (top dose mostly 77.5 µM), for inactives: top-dose activity change, negative = displacement, most hits filed as inhibitors. 350,000 tested, 0.074% active; note: potency is the fitted concentration of half-maximal effect; % is set by controls: 0 for no effect and ±100 for the full control effect; nearly all actives have a fitted effect of over 20% in size
Target sequence (P02791 2-175 limits assumed): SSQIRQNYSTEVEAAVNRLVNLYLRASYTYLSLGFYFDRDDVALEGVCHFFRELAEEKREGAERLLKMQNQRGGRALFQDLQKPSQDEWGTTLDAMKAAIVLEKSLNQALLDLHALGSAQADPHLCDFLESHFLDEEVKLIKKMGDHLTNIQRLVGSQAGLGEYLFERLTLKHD
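Steps: apoferritin (10 uM) was premixed with half-saturated 1-AMA in PBS, compounds were pin-transferred, plates stood 10 min at room temperature, fluorescence was read at 380/535 nm, and curves were fitted with a Hill equation.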
RXFP1 antagonist – qHTS Assay for Antagonists of the Relaxin Receptor RXFP1 | Relaxin receptor 1 (Homo sapiens), Q9HBX9 | HEK293-RXFP1, relaxin-stimulated cAMP HTRF, 30 min; active compounds read low | activity change, negative = inhibition, % at 57.5 µM | 350,000 tested, 0.59% active;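 active = activity change of -60% or lower, but not beyond a set lower limit; inconclusive = change between -60% and -40%, or beyond the set limit; inactive = change above -40%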; note: % is set by controls: 0 for no effect and ±100 for the full control effect
Target sequence (Q9HBX9 whole entry, looked up): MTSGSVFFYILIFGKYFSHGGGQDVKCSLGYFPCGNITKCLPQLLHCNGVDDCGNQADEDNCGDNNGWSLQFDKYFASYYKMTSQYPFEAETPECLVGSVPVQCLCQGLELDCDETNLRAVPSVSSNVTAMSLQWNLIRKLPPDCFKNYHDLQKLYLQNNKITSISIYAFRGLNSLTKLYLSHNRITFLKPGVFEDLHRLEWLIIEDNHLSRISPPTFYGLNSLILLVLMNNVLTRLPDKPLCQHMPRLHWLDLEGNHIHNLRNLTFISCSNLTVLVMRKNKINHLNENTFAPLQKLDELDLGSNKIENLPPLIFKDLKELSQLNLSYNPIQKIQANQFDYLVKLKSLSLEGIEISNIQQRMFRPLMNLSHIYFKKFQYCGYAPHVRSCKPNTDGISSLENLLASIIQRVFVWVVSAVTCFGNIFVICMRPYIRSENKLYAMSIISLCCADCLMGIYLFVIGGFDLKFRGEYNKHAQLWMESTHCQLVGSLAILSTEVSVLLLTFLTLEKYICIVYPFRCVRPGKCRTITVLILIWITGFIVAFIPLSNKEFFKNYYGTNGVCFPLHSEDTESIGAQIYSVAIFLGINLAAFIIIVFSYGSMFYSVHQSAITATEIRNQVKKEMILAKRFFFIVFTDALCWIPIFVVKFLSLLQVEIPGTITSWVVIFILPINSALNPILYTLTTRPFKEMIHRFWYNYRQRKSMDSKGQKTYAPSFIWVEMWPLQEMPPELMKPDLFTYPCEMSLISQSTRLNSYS
D1 antag – Antagonist of Human D 1 Dopamine Receptor: qHTS. D(1A) dopamine receptor (Homo sapiens), P21728. HEK293 TREx D1 cells, calcium flux, dopamine EC80; active compounds read low. AID 504652, 2011. activity change, negative = inhibition, % at 10 µM. 360,000 tested, 3.2% active; in the data active = activity change below about -30%; note: % is set by controls: 0 for no effect and ±100 for the full control effect
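Using tetracycline-induced force-coupled D1 Hek293 cells and a calcium dye, signals were followed for 180 s after compound, then for 180 s after EC80 dopamine, to detect inhibitors.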
D1 potentiator – Potentiators of Human D1 Dopamine Receptor: qHTS; D(1A) dopamine receptor (Homo sapiens), P21728; HEK293 TREx D1 cells, calcium flux, dopamine EC20 potentiation; potentiation, % at 10 µM; 360,000 tested, 0.036% active; AID 504651, 2011; in the data active = potentiation above about 30%; note: 0% is about no effect
D1 ag – Allosteric Agonists of the Human D1 Dopamine Receptor: qHTS. AID 504660, 2011. activation, % at 2 µM. 360,000 tested, 1% active. HEK293 T-REx D1 cells, calcium flux, agonist mode; in the data active = activation above about 30%; note: 0% is about no effect
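Tetracycline-induced HEK293 TREx D1 cells, force-coupled to calcium signalling, were dye-loaded with a no-wash calcium kit. Compound was pin-added after a 10 s baseline. Fluorescence was read kinetically at 1 cycle/s for 180 s, with calcium rises flagged as agonism.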
TRHR enhancer – qHTS for Small Molecule Agonists and Allosteric Enhancers of Human TRH Receptor: Primary Screen for Enhancers; Thyrotropin-releasing hormone receptor (Homo sapiens), P34981; TRHR cells, fluo-8 calcium fluorescence, EC20 TRH enhancement; enhancement, % at 2 µM; 360,000 tested, 0.66% active; AID 493056, 2011; in the data active = enhancement above about 30%; note: 0% is about no effect
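TRHR-expressing cells loaded with fluo-8 calcium dye were read kinetically (ex 480/em 530) during compound addition, then stimulated with an EC20 of TRH (10 nM final). Enhancement of the Gq-mediated intracellular calcium response was scored.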
D2 PAM – HTS Assay for Positive Allosteric Modulators of the Human D2 Dopamine Receptor: Primary Screen for Potentiators. HEK293 T-REx D2, calcium flux, EC20 dopamine potentiation. 340,000 tested, 0.34% active. potentiation, % at 10 µM;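 active = potentiation over 3 SD above the plate norm, cut at about 30% in these data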; note: 0% is about no effect
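Cells plated with tetracycline inducer and held overnight at 30 C; calcium dye loaded 30–90 min at room temperature; baseline taken, compound added and read 180 s; EC20 dopamine then added and read 180 s.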
RXFP1 agonist – qHTS Assay for Agonists of the Relaxin Receptor RXFP1; HEK293T-RXFP1 cAMP TR-FRET, 30 min; response scale: percent of porcine relaxin response, buffer zero; Potency, µM (highest dose often 57.5 µM), inactives show at the top dose activation, hits mostly activators; 370,000 tested, 0.3% active; AID 2676, 2010; note: potency is the fitted concentration of half-maximal effect; % is set by controls: 0 for no effect and ±100 for the full control effect; nearly all actives have a fitted effect of over 60% in size; many of its hits are not listed in these tables
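HEK293 cells stably expressing RXFP1, treated 30 min at 37C with compounds plus PDE4 inhibitor Ro 20174; cAMP measured by HTRF TR-FRET. Normalized to buffer and 29 nM porcine relaxin; EC50 by Hill fit.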
* = called active by the depositor; ? = inconclusive; . = no result given; [ ] = dose if it differs, or a comment. Unless noted, calls come from the whole dose curve; as a rule, active = well fitted curve in the direction sought with a large enough effect; inconclusive = small, poorly fitted or top-dose-only effect, or another doubt; inactive = no such curve, though single readings can be large; an effect the other way counts as inactive or inconclusive.

Short forms – A = TRHR agonist; B = Apoferritin bind; C = RXFP1 antagonist; D = D1 antag; E = D1 potentiator; F = D1 ag; G = TRHR enhancer; H = D2 PAM; I = RXFP1 agonist
CCOc1ccccc1NC(=O)Nc1cccc(S(N)(=O)=O)c1
  A: -0.4	B: 7%	C: -2	D: 8	E: -4	F: 2	G: 3	H: 3	I: -0.9%
CC(=O)c1cccc(NC(=O)CSc2ncc(C(=O)Nc3ccccc3)c(=O)n2C)c1
  A: 0.1	B: .	C: -12	D: -1	E: -3	F: 4	G: 1	H: 10	I: -0.5%
O=c1[nH]c2ccccc2n1CCC1CCCCC1
  A: 5.8	B: 28µM*	C: -6	D: -1	E: -4	F: 18	G: 17	H: 3	I: 0.1%
COC(=O)c1ccccc1NC(=O)c1cc[n+]([O-])cc1
  A: 0.4	B: -9%	C: 14	D: -1	E: 2	F: 3	G: 10	H: 5	I: 1.1%
Cc1noc(C)c1NC(=O)N1CCN(Cc2ccccc2)CC1
  A: -1.1	B: -2%	C: -3	D: -7	E: -5	F: 3	G: -9	H: -7	I: -0.1%
CN(CCOc1ccccc1)C(=S)Nc1ccc(OC(F)F)cc1
  A: 0.9	B: -16%	C: 8	D: -5	E: .	F: 26	G: -4	H: -12	I: -0.8%
O=C(COc1cccc(Cl)c1)Nc1nc(-c2ccc(S(=O)(=O)N3CCOCC3)cc2)cs1
  A: -0.1	B: 8%	C: -6	D: -17	E: 2	F: 8	G: 6	H: 17	I: 1.1%
CCN1CCN(C(C(=O)NC2CCCCC2)c2ccc(Cl)cc2)CC1 (stereo not drawn)
  A: -0.2	B: -8%	C: -3	D: -3	E: -4	F: 4	G: -9	H: -6	I: -1.6%
CCN1C(=O)/C(=C2/Sc3ccccc3N2CC)SC1=S
  A: 0.4	B: -11%	C: -4	D: -9	E: 2	F: 0	G: 1	H: 6	I: 7.4%
COC(=O)c1ccccc1NC(=O)Cn1c(=O)n(Cc2ccccc2)c(=O)c2c(C)c(C)sc21
  A: 0.6	B: -5%	C: -3	D: 3	E: -2	F: 4	G: -5	H: -26	I: 0.2%
O=C(COC(=O)c1cccc([N+](=O)[O-])c1)NNC(=O)c1cccs1
  A: 0.0	B: .	C: -4	D: 8	E: -7	F: 1	G: -3	H: 1	I: 1.8%
Cc1cc(OCC(=O)Nc2cc(S(=O)(=O)N3CCOCC3)ccc2N2CCCC2)ccc1C(C)C
  A: -0.4	B: .	C: -9	D: 18	E: -2	F: 2	G: 17	H: 5	I: 1.2%
Cc1ccc(NC(=O)/C=N/OCC(=O)NCc2ccccc2Cl)cc1
  A: -0.5	B: -19%	C: 8	D: 9	E: -2	F: -1	G: 4	H: 13	I: -1.4%
N#CC(C#N)=CNc1cccnc1
  A: 0.0	B: -9%	C: -8	D: -2	E: 4	F: 2	G: -8	H: 4	I: 2.5%
Cc1ccc2cc(CCNC(=O)C(C)C)c(=O)[nH]c2c1
  A: 0.3	B: -7%	C: .	D: 13	E: -3	F: 1	G: 10	H: 3	I: 0.9%
Cc1nn(Cc2ccc(C(=O)N3N=C(C(F)F)CC3(O)C(F)F)o2)c(C)c1[N+](=O)[O-] (stereo not drawn)
  A: 0.5	B: -14%	C: 16	D: 5	E: -11	F: 14	G: -6	H: 10	I: 3.1%
O=C(NCc1nnc(SCC(=O)N2CCCc3ccccc32)o1)c1ccccc1F
  A: -0.2	B: -21%	C: 4	D: 0	E: -1	F: -1	G: 15	H: -4	I: -0.1%
Cc1ccccc1CSc1nc2c(sc3ccccc32)c(=O)n1CCCOC(C)C
  A: -0.2	B: -16%	C: -10	D: 15	E: 0	F: 2	G: -2	H: 3	I: 5.8%
Cc1ccccc1CNC(=O)Cn1ccc2cc(S(=O)(=O)N3CCCCCC3)ccc21
  A: 0.4	B: -7%	C: 6	D: 31	E: 3	F: 4	G: 3	H: -6	I: 1.6%
N/C(COc1ccccc1)=N\NS(=O)(=O)c1ccccc1
  A: -0.1	B: -11%	C: 18	D: 5	E: -6	F: 3	G: 31*	H: -2	I: 0.2%
O=C(CSc1nc2[nH]c(=O)cc(O)c2s1)Nc1cccc(Br)c1
  A: 0.4	B: .	C: -7	D: 2	E: 4	F: 2	G: -3	H: 20	I: 1.5%
CN1CCN(C(=O)C2=C[C@@H](c3ccc(Br)cc3)C[C@@H](OCc3ccc(CO)cc3)O2)CC1
  A: 0.7	B: -23%	C: .	D: 5	E: -5	F: 19	G: -3	H: 7	I: -0.3%
COc1ccc(OC)c(CNC(=O)C2CCN(S(C)(=O)=O)CC2)c1
  A: 4.1	B: 1%	C: 1	D: 12	E: -5	F: 3	G: -13	H: -13	I: 2.3%
Cc1cc(C)n(C(CC(=O)O)C(=O)O)n1 (stereo not drawn)
  A: 0.4	B: 0%	C: -5	D: -8	E: -8	F: 0	G: 6	H: -1	I: -1.3%
C=CCOc1c2ccc(C(=O)NCc3ccc(C)cc3)cc2nn1C
  A: -0.8	B: 0%	C: .	D: 0	E: 2	F: 1	G: 16	H: 1	I: 2.8%

Taken from above.
`Cc1noc(C)c1NC(=O)N1CCN(Cc2ccccc2)CC1` in Apoferritin bind is listed with -2%
`Cc1cc(C)n(C(CC(=O)O)C(=O)O)n1` (stereo not drawn) in D1 potentiator is listed with -8

Next part:
Short forms – A = TRHR agonist; B = Apoferritin bind; C = RXFP1 antagonist; D = D1 antag; E = D1 potentiator; F = D1 ag; G = TRHR enhancer; H = D2 PAM; I = RXFP1 agonist
COc1cc2cc(CCCOC(=O)c3ccc(Br)cc3)oc(=O)c2cc1OC
  A: -0.3	B: .	C: .	D: .	E: 4	F: -1	G: 10	H: -5	I: 1.1%
COc1ccc(C(=O)Nc2ccnn2C2CCN(C(C)CSC)CC2)cc1 (stereo not drawn)
  A: -0.2	B: 5%	C: 16	D: -11	E: -5	F: 0	G: -2	H: 3	I: -0.4%
Cc1ccccc1CN1CCc2c(OCC(=O)N3CCCCC3)cccc2C1=O
  A: 0.1	B: ?	C: 2	D: -41*	E: -2	F: 3	G: -4	H: -4	I: 6.5%
O=C(O)CCn1cc(C2CC(c3ccccc3)=NN2c2ccccc2)c(-c2ccccc2)n1 (stereo not drawn)
  A: 0.1	B: 143%[activator]	C: 15	D: -5	E: -3	F: 5	G: -1	H: 16	I: 20%
Cc1ccc(-c2nnn(CC(=O)N(Cc3ccco3)C(C(=O)NC3CCCC3)c3cccs3)n2)o1 (stereo not drawn)
  A: 0.7	B: 4%	C: 3	D: -19	E: -2	F: 2	G: -3	H: 8	I: 1.1%
CN(Cc1nccn1C)C(=O)CC1C(=O)NCCN1Cc1ccc(F)cc1Cl (stereo not drawn)
  A: 0.3	B: -2%	C: -2	D: 7	E: 2	F: 4	G: -5	H: -3	I: 1.0%
N#CC1=C(N)SC(N)=C(C#N)C1CCc1ccccc1
  A: 0.6	B: -9%	C: 6	D: -7	E: -5	F: 14	G: 7	H: 5	I: 5.4%
c1ccc(-c2nnc(CSc3nnc(-c4cccs4)o3)o2)cc1
  A: -0.5	B: -15%	C: 14	D: -9	E: -4	F: 4	G: 1	H: 6	I: 1.9%
OC[C@@H](O)[C@H](O)C(/C=N/Nc1ccccc1)=N\Nc1ccccc1
  A: 0.3	B: 10%	C: -8	D: -2	E: 0	F: 2	G: 5	H: -4	I: -1.6%
CC(C)(C)OC(=O)N1CCC(c2nnc(SCc3ccccc3Cl)o2)CC1
  A: -2.3	B: 66%[activator]	C: .	D: 5	E: -1	F: 8	G: -3	H: 19	I: 2.3%
CCc1ccccc1NC(=S)NC1CC2CCC(C1)N2Cc1ccco1 (stereo not drawn)
  A: -0.1	B: -9%	C: -6	D: 1	E: 4	F: 5	G: -2	H: -11	I: -0.3%
COc1cccc(N2CCN(C(=O)CN3CCSc4ccccc43)CC2)c1
  A: 0.1	B: -18%	C: .	D: -7	E: -3	F: 4	G: 2	H: -10	I: 2.9%
COc1ccc2c(/C=N/NS(=O)(=O)c3ccc(C)cc3)c[nH]c2c1
  A: 0.0	B: -4%	C: 2	D: -11	E: -2	F: 0	G: 0	H: 18	I: 0.5%
CCN(CC)c1nc(Oc2ccc(=O)[nH]n2)nc(N2CCOCC2)n1
  A: 0.5	B: 1%	C: -8	D: 0	E: -2	F: 2	G: 5	H: 13	I: 0.1%
O=C(CN1C(=O)c2ccccc2C1=O)NCC(=O)OCC(=O)c1cccc([N+](=O)[O-])c1
  A: -0.1	B: -1%	C: 4	D: -5	E: 6	F: -2	G: -2	H: -1	I: 0.9%
Cc1ccc(C(=O)O)cc1NC(=S)NC(=O)c1ccc([N+](=O)[O-])c(C)c1
  A: 0.4	B: -8%	C: -1	D: 12	E: 1	F: 0	G: 2	H: -2	I: 1.2%
Cc1ccc(NC(=O)N2CCC(O)(c3ccc(Cl)cc3)CC2)cc1
  A: 0.0	B: -17%	C: -11	D: -10	E: -6	F: 1	G: 3	H: 5	I: 1.6%
CC(C)(C)c1csc(NC(=O)CCc2ccccc2)n1
  A: 0.2	B: ?	C: -11	D: 0	E: -3	F: 2	G: -10	H: -2	I: 2.0%
CCOC(=O)C(C)Sc1nc2c([nH]c3ccccc32)c(=O)n1C (stereo not drawn)
  A: -0.2	B: -8%	C: 7	D: 30	E: -1	F: -1	G: 2	H: 12	I: -0.2%
Cc1cc(NC(=O)CSc2nc3[nH]c(=O)cc(O)c3s2)ccc1Br
  A: -0.5	B: .	C: -10	D: 10	E: -5	F: 0	G: 1	H: .	I: 0.3%
CCc1nnc(NC(=O)C2COc3ccccc3O2)s1 (stereo not drawn)
  A: -0.2	B: -17%	C: -2	D: -10	E: -5	F: -3	G: 4	H: 7	I: 0.2%
O=C(COC(=O)c1ccc[nH]c1=O)NC1CCCCCC1
  A: 0.4	B: -4%	C: 4	D: 0	E: -8	F: 1	G: -5	H: -4	I: 1.8%
CCCc1nnc(SCC(=O)Nc2ccccc2F)o1
  A: 0.3	B: 6%	C: 3	D: -8	E: 9	F: 3	G: 10	H: -11	I: 0.6%
COc1ccc(N2CCN(C(=O)CNC(=O)c3cccs3)CC2)cc1
  A: -0.1	B: -3%	C: 2	D: -2	E: 2	F: 2	G: 3	H: 8	I: 0.8%

An excerpt; rates above refer to the full screens.
